Compound activity as filed in PubChem.
Vif imaging = HIV Vif inhibition | HEK293T cells, Vif self-association by quenched fluorescence, imaging, 24 h | inhibition, % at 7.49 µM | 340,000 compounds, 0.35% hits; in the data active = inhibition above about 50%, passing the limit was not always enough; inconclusive = no clear call, values can overlap the other calls; inactive = below about 31%; note: some results filed as inactive read as strong as hits
HIF-2a inh = inhibitors of HIF-2a. 786-0 RCC cells HIF-2a reporter, luciferase luminescence, overnight. inhibition, % at 18.8 µM. 360,000 compounds, 0.72% hits;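 active = inhibition of the luminescence signal of 40% or more relative to plate controls, in a single-dose primary screen at 18.75 µM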
NR2E3 ag-1 = NR2E3 (human) agonism; GST-NR2E3/biotin-RetCOR TR-FRET, 1536-well; inhibition of corepressor binding, % at 4.78 µM; 320,000 compounds, 0.12% hits; AID 2300;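 active = percent inhibition above the cutoff of mean plus 3 SD of all tested compounds, set per screening campaign, cut at about 20% in these data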;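 note: 0% = DMSO wells and 100% = biotin wells as full block of FRET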
Target sequence (Q9Y5X4 whole entry, looked up): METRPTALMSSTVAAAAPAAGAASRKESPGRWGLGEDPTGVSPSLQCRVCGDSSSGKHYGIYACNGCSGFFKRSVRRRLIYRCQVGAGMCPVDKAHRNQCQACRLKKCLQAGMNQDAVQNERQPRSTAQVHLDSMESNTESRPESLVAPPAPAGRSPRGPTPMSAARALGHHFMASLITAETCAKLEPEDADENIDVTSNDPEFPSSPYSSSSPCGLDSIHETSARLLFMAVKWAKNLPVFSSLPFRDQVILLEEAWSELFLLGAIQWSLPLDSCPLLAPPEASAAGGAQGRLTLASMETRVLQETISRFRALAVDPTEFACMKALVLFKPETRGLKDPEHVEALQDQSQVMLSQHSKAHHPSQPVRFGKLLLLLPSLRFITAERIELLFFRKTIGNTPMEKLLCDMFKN
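Test system – NR2E3–RetCOR corepressor complex · Quantity – NR2E3 fusion 1.35 nM · Buffer or medium – Tris pH 7.5 · Incubation – Compound–protein incubation for 5 h at 4 °C · Technique – TR-FRET, Eu(K)-anti-GST donor, streptavidin-D2 acceptor, ex 340, em 617/671 nm · Evaluation – percent inhibition of 671/617 nm emission ratio versus biotin and DMSO controls · Plate – 1536-well format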
NR2E3 ag-2 = human photoreceptor-specific nuclear receptor agonism; Q9Y5X4; CHO-S Gal4-NCOR/VP16-NR2E3 two-hybrid, luciferase; inhibition of corepressor binding, % at 3.98 µM; 360,000 compounds, 0.35% hits; AID 602229;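 active = inhibition above the mean of all tested compounds plus 3 SD, cut at about 70% in these data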;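 note: 0% = DMSO with NR2E3 transfected cells and 100% = cells lacking NR2E3 construct; higher means lower luciferase signal from less NR2E3 corepressor binding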
CaV13 ICDI inh = Primary screen for inhibitors of IQ motif and Ca2+-dependent inactivation inhibitor domain binding in CACNA1D, Förster resonance energy transfer in living cells, … | AID 743397 | 340,000 compounds, 0.098% hits | inhibition, % at 12.3 µM | HEK cells, CFP/YFP FRET ICDI-IQ, plate reader, 10 min; percent FRET-ratio fall versus neutral wells;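 active = mean replicate inhibition of at least 30% and at least 1% of replicates passing that level; inconclusive = only one of the two criteria is met; inactive = neither criterion is met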;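 note: 0% = median of the neutral control wells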
aDG glyco act = alpha-DG glycosylation activation. Pro5-aDG cells, alpha-DG glycosylation AlphaScreen (IIH6); 0% Pro5, 100% B10-LARGE cell signal. activation, % at 10 µM. 360,000 compounds, 0.22% hits;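 active = activation of at least 8% versus controls, or a plate z-score of at least 8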;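 note: Pro5 are CHO cells carrying HIG-tagged alpha-DG that lacks glycosylation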
TRPM1 prom inh = reduces MITF-dependent TRPM1 promoter luciferase signal | SK-MEL-5 TRPM1 promoter luciferase, 24 h | inhibition, % at 12.5 µM | 330,000 compounds, 0.83% hits | AID 488899;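 active = mean inhibition across replicates of 60% or more, whatever share of single replicates reaches that level; inconclusive = some that reach 60%, reason not given; inactive = mean inhibition across replicates below 60%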; note: values of inactives mirror those of a sister screen read the other way
Peg3 prom inh = inhibitors of Peg3 promoter. HeLa PEG-Prom luciferase reporter, luminescence, overnight. inhibition, % at 20 µM. 360,000 compounds, 1.7% hits;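 active = inhibition of at least 50% at 20 µM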
hiPSC survival = enhancers of human iPSC single-cell survival; hiPSC single-cell survival, ATPlite luminescence; 100% = ROCK inhibitor wells, 0% = DMSO; 360,000 compounds, 0.044% hits; AID 602274; survival enhancement, % at 20 µM; in the data active = survival enhancement above about 18%;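 note: cells exposed to compounds for 16 hours before the ATP read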
PDI inh = inhibitors of human protein disulfide isomerase | P07237 | PDI insulin aggregation turbidity, A650, 90 min | inhibition, % at 10 µM | 350,000 compounds, 0.052% hits;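 active = mean inhibition across replicates of 30% or more, whatever share of single replicates reach that level; inconclusive = mean inhibition below 30% while every single replicate reaches 30%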;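 note: absorbance from insulin aggregation driven by PDI reduction with DTT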
Target sequence (P07237 whole entry, looked up): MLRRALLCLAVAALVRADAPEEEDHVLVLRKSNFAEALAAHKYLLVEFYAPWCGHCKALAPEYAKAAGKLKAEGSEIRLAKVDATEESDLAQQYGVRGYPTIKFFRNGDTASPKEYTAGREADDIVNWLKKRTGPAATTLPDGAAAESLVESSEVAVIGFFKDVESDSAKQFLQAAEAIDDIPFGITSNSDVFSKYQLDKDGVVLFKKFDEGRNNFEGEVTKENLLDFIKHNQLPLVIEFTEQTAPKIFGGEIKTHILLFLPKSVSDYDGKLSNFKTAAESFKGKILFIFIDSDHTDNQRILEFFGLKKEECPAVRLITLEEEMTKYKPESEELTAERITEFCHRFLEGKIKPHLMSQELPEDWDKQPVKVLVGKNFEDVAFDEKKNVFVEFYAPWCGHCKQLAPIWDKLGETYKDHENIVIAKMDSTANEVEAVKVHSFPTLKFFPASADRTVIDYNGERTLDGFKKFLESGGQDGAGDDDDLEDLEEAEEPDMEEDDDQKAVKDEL
Exocytosis inh = blocks lytic granule exocytosis. TALL-104 LAMP-1 surface exposure, flow cytometry; cells stimulated with thapsigargin and PMA. inhibition, % at 10 µM. 360,000 compounds, 0.66% hits;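 active = inhibition above about 55%, limit read from the data; inconclusive = no clear call, values can overlap the other calls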
* hit, by the source's call; ? = inconclusive; nt = no result given. Hits appear at their usual frequency. About 3.5% of those tested had a hit in this group.

SMILES	Vif imaging	HIF-2a inh	NR2E3 ag-1	NR2E3 ag-2	CaV13 ICDI inh	aDG glyco act	TRPM1 prom inh	Peg3 prom inh	hiPSC survival	PDI inh	Exocytosis inh
COC(=O)C1C(=O)c2c([nH]c(C(=O)OCCSC)c2C)CC1C (configuration not stated)	-6.5	-257.5	-3.1	-86.8	-1.2	-0.2	-90.4	-212.0	-4.0	nt	-0.1
C=CCn1c(SCC(=O)c2c(N)n(C)c(=O)n(C)c2=O)nnc1-c1ccoc1C	-0.8	-5.2	nt	-9.6	-9.9	0.1	-0.8	-6.8	-1.4	11.4	-24.5
Cc1sc2nc(-c3ccccc3)oc(=O)c2c1C	-4.8	-121.3	0.6	-13.9	-4.8	0.4	-37.4	-29.1	-0.7	2.1	-0.7
CCCCc1c(O)nc(SCC(=O)N2CCOCC2)n(-c2ccccc2OC)c1=O	10.3	10.2	5.3	0.6	-2.5	-0.1	1.6	-3.2	-0.1	-3.1	4.7
O=c1cc(CO)[nH]nc1CO	5.5	4.4	nt	-13.5	-5.5	-0.2	nt	-13.3	5.5	-7.0	2.1
Cc1cc(N/N=C/c2c(O)ccc3ccccc23)nc(-c2ccccc2O)n1	-8.2	-15.1	0.4	-14.0	-5.7	-0.4	1.3	39.6	-0.5	6.2	96.2*
Cc1ccccc1-c1nc2sc3c(c2c(=O)n1N)CCCC3	1.7	-127.2	-2.3	-37.4	nt	-0.4	-11.1	-246.8	-2.1	-6.0	-0.8
Cc1ccc(C=NNc2nc3c([nH]2)c(=O)n(C)c(=O)n3C)cc1	-6.5	-67.7	nt	-20.5	-8.9	-0.6	-0.2	-22.6	3.1	-0.7	83.6*
Cc1n[nH]c(C)c1CCN(C)Cc1cn(C)nc1-c1ccccc1F	11.2	16.0	1.3	-24.8	-2.4	0.0	6.0	15.6	-0.4	1.2	1.3
CCn1c(-c2cc(-c3cccc(OC)c3)nc3ccccc23)n[nH]c1=S	-19.7	-9.5	3.1	7.9	-7.3	-0.2	-5.5	-5.4	0.2	-6.5	6.3
O=C(COc1ccc([N+](=O)[O-])cc1)Nc1ccc(N2CCN(C(=O)c3ccco3)CC2)cc1	-5.7	4.5	-0.9	-14.2	-3.6	0.0	0.2	-1.9	-0.3	-3.9	-5.1
Cc1ccc2cc(NC(=O)C3(C)CCN3C(C)C)ccc2n1 (configuration not stated)	?	-2.2	nt	-36.9	-7.0	0.0	nt	-9.0	2.7	-3.9	0.4
C=CCOc1cccc(C2/C(=C(/O)c3ccccc3)C(=O)C(=O)N2CCN2CCOCC2)c1 (configuration not stated)	3.2	-9.6	1.0	-21.9	-7.5	-0.1	-5.4	-4.0	-0.3	-8.9	-1.8
Cc1cc(C(F)F)nn1CC(=O)NCc1ccc(Cl)cc1Cl	3.1	-5.6	-3.1	-24.5	-5.1	0.0	1.6	2.5	1.2	-6.7	1.0
CCN(CC)C(=O)[C@H]1C[C@H](CC(=O)NC/C=C(\C)CCC=C(C)C)C(=O)N2CCc3c([nH]c4cc(CCC(=O)N(C)C)ccc34)[C@]12C	nt	3.4	nt	5.1	nt	0.6	13.2	5.3	1.8	6.1	2.0
O=C(c1ccco1)N1CCN(S(=O)(=O)c2ccc(F)cc2)CC1	17.6	10.7	2.7	-6.8	-4.6	0.6	2.9	-0.1	-2.2	-1.2	-2.9
O=C(NNC(=S)NCc1ccccc1)c1ccc2c(c1)OCO2	-12.9	-11.4	2.6	-6.1	-19.1	0.4	3.3	-12.3	-1.2	4.8	-0.3
CNC(=O)NC(=O)CSc1nnc(-c2ccc(F)cc2)n1CC1CCCO1 (configuration not stated)	3.6	8.4	-2.5	-20.9	-4.3	-0.1	-10.2	0.9	1.1	4.8	-3.9
c1cncc(-c2nc3cc4ccccc4cc3[nH]2)c1	-0.5	-262.1	-0.3	-147.1	-9.6	0.1	-43.3	-268.1	-3.4	9.5	-1.4
C=CCc1cccc(/C=N/c2ncccc2O)c1O	-6.3	-1.4	-7.2	-10.9	nt	-0.1	-3.5	0.9	1.3	1.4	-2.9
CCOC(=O)c1cnc2nc(C(F)(F)F)[nH]n2c1=O	4.5	2.8	-4.7	-20.4	-5.5	-0.2	-6.7	3.6	-0.7	-1.9	0.3
Cc1nn(C(C)CC(=O)O)c(C)c1Br (configuration not stated)	-3.4	2.8	-0.3	-1.1	-8.9	0.0	3.7	15.9	-1.3	0.5	-2.2
COc1ccc2c(c1)CCC/C2=N\OC(=O)c1ccccc1F	-0.4	-4.5	-3.0	-1.2	-5.8	-0.1	1.3	-28.1	-0.1	0.1	-8.7
Cc1sc2ncnc(N3CCC(C(=O)NNC(=O)COc4ccc(Br)cc4)CC3)c2c1C	-2.7	17.4	-0.7	-29.8	-14.9	-0.2	7.9	17.4	-0.3	-1.5	6.6
C[C@@H]1C(c2cccc(Cl)c2)=NN(c2ccc(Br)cc2)[C@H]1C(=O)N1CCOC1=O	-1.9	3.8	nt	-17.8	nt	0.3	8.4	18.6	-2.6	-1.0	0.0

Five successive entries already listed:
SMILES	Vif imaging	HIF-2a inh	NR2E3 ag-1	NR2E3 ag-2	CaV13 ICDI inh	aDG glyco act	TRPM1 prom inh	Peg3 prom inh	hiPSC survival	PDI inh	Exocytosis inh
COC(=O)C1C(=O)c2c([nH]c(C(=O)OCCSC)c2C)CC1C (configuration not stated)	-6.5	-257.5	-3.1	-86.8	-1.2	-0.2	-90.4	-212.0	-4.0	nt	-0.1
C=CCn1c(SCC(=O)c2c(N)n(C)c(=O)n(C)c2=O)nnc1-c1ccoc1C	-0.8	-5.2	nt	-9.6	-9.9	0.1	-0.8	-6.8	-1.4	11.4	-24.5
Cc1sc2nc(-c3ccccc3)oc(=O)c2c1C	-4.8	-121.3	0.6	-13.9	-4.8	0.4	-37.4	-29.1	-0.7	2.1	-0.7
CCCCc1c(O)nc(SCC(=O)N2CCOCC2)n(-c2ccccc2OC)c1=O	10.3	10.2	5.3	0.6	-2.5	-0.1	1.6	-3.2	-0.1	-3.1	4.7
O=c1cc(CO)[nH]nc1CO	5.5	4.4	nt	-13.5	-5.5	-0.2	nt	-13.3	5.5	-7.0	2.1

Continuation:
SMILES	Vif imaging	HIF-2a inh	NR2E3 ag-1	NR2E3 ag-2	CaV13 ICDI inh	aDG glyco act	TRPM1 prom inh	Peg3 prom inh	hiPSC survival	PDI inh	Exocytosis inh
CCC(NC(=O)NC1=NCCS1)(C(F)(F)F)C(F)(F)F	1.8	9.5	2.7	-22.3	-4.1	-0.2	-1.1	10.1	0.7	-0.5	-1.3
CCOc1ccc(-n2c(SCC(=O)NCc3ccco3)nc3c(c2=O)SCC3)cc1	-18.7	20.2	5.3	-28.5	-4.3	-0.2	18.0	11.8	-0.9	-1.6	-1.3
CC(C)c1ccc(C(CC(=O)O)N2Cc3ccccc3C2=O)cc1 (configuration not stated)	-4.9	7.0	1.9	2.6	-20.3	0.0	9.1	7.8	0.7	-2.3	-0.6
COc1cc(NC(=O)c2ccc(NC3=NC4CS(=O)(=O)CC4S3)cc2)cc(OC)c1OC (configuration not stated)	-6.6	12.3	3.2	-7.7	8.9	2.8	nt	-2.8	-0.3	nt	-1.1
CN(CCOc1ccccc1)C(=O)CNC(=O)c1ccc(C(C)(C)C)cc1	2.9	-88.7	-0.3	-37.4	-2.4	0.0	-11.8	-40.8	-0.4	7.4	0.8
COc1ccc(Cl)cc1S(=O)(=O)Nc1ncn[nH]1	16.8	-2.8	1.5	4.6	-2.2	0.0	1.4	5.2	0.3	-17.3	0.6
Fc1ccc(-n2nnnc2-c2cnc(-c3cccs3)nc2C(F)(F)F)cc1	-7.2	5.1	0.0	88.3*	-7.3	0.4	27.2	100.2*	-3.3	-3.2	11.4
C1=Nc2c(NCc3ccccc3)ncnc2Oc2ccccc21	-2.6	-30.0	2.8	-22.2	nt	1.2	10.2	-17.5	0.5	-6.8	-5.9
CC(C)C(NC(=O)C1CCCCC1)C(=O)NC1CCCC(C)C1C (configuration not stated)	-8.5	19.0	1.8	-1.2	nt	0.1	13.4	16.3	-0.6	-33.9	-15.7
Cc1sc2ncnc(SCc3ccco3)c2c1C	-8.2	-15.1	-0.5	-18.5	nt	0.0	-5.9	-0.9	8.6	-0.8	13.7
CCOC(=O)[C@]12CCCC=C1N(Cc1ccc(Cl)cc1Cl)C(=O)[C@H](CC(=O)NCCCCc1ccccc1)C2	nt	-1.7	nt	-7.3	-2.8	0.0	nt	nt	0.3	nt	4.9
Cc1coc2cc3oc(=O)c(CCC(=O)NC4CC4)c(C)c3cc12	-5.1	-75.0	-0.4	70.2*	nt	0.7	-19.7	-34.0	0.0	nt	9.3
O=S(=O)(Nc1cccc(-c2ccc(N3CCOCC3)nn2)c1)c1cc(Cl)ccc1Cl	0.5	-125.7	-0.4	-58.7	-3.3	0.1	-53.8	-156.4	0.4	-1.9	-6.7
COc1cccc(C(C)(O)c2nc(-c3cccc(NC(C)=O)c3)cs2)c1 (configuration not stated)	-7.5	5.1	nt	-33.8	-3.6	-0.2	nt	-0.3	-0.9	-3.1	-14.4
CCCNC(=O)CN1C(=O)NC(Cc2c[nH]c3ccccc23)C1=O (configuration not stated)	6.2	28.1	-4.3	7.1	-6.8	-0.1	-12.5	18.9	0.2	7.5	2.3
Cc1ccc(-n2nc3c(=O)n(CCCC(=O)NCc4ccc(F)cc4)nc(C)c3c2C)cc1	-4.6	12.6	-1.9	25.6	-2.7	0.2	16.3	12.9	-0.8	11.4	10.7
O=C(CCC(=O)N1CCSc2ccccc21)NCc1cccc(Br)c1	-2.4	3.8	-0.7	-39.7	-5.3	-0.2	nt	13.6	0.3	nt	2.0
COc1ccc(C(=O)NCCCNC(=O)c2ccco2)cc1OC	-2.1	10.6	1.2	-14.4	-1.4	0.0	-1.1	9.6	-0.3	14.5	-23.5
O=C(CSc1nnnn1C1CC2CCC1C2)Nc1ccnc2ccccc12 (configuration not stated)	-12.5	22.4	1.3	97.9*	-5.1	7.4*	33.3	13.0	1.7	8.3	-1.7
CCN(CC)CCN(Cc1cc2cc(C)ccc2[nH]c1=O)C(=S)NCc1ccco1	3.3	6.9	-3.9	-29.7	-6.1	0.4	3.9	-16.6	-0.9	8.2	2.8
O=C(/C=C/c1cccs1)Nc1ccc(Br)cn1	3.4	-258.1	-0.2	-96.9	-5.0	-0.4	-3.3	-237.3	-2.0	0.0	6.9
COc1ccc(N(C)C(=O)C2CCCN2S(=O)(=O)c2cccc3nsnc23)c(OC)c1 (configuration not stated)	-3.8	20.4	-0.3	2.4	nt	0.0	0.9	13.3	-0.4	-0.3	-5.7
O=C(N=Nc1c(O)n(Cc2ccccc2)c2ccccc12)c1cc2ccccc2cc1O	-1.8	-155.7	-1.1	-47.0	-4.7	-0.2	-85.1	27.5	-2.4	-18.3	-1.8
